# IEC-6 tox – IEC-6 cytotoxicity, counter-screen for KLF5 inhibitors. luminescence viability. inhibition, % at 5 µM. 290,000 tested, 0.78% active; in the data active = inhibition above about 22%;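 also: 0% = plate median of test compound wells and 100% = cytotoxic reference compound wells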
# AI-2 QS mod – Vibrio harveyi AI-2 quorum sensing modulation; 300,000 tested, 0.4% active; activity change, % at 7.5 µM; AID 2094; Vibrio harveyi JMH597 AI-2 luminescence/OD600 ratio, 9 h; hits give low values; strain lacks LuxN and CqsS sensors; 0 = neutral-control median; in the data active = activity change below about -75%, passing the limit was not always enough; inconclusive = no clear call, values can overlap the other calls;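 also: luminescence divided by OD600 gain over 9 h not by final OD600 alone; inactives centre near 13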
# HSF1 inhib – HSF1 inhibition; 300,000 tested, 0.77% active; AID 2098; NIH3T3-HGL HSE-luciferase, MG132-induced, luminescence 8 h; hits give low values; activity change, negative = inhibition, % at 7.5 µM (by protocol);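 active = more than half of replicate wells show activity change below -50%, luminescence cut by over half; inconclusive = some wells, but at most half, below -50%; inactive = no replicate well below -50%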;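 also: luciferase reports HSF-1 transcriptional activity via heat shock element; 0% = median of DMSO wells and -100% = zero luminescence signal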
# HSP90 refold inh – inhibitors of HSP90 luciferase refolding in rabbit reticulocyte lysate | inhibition, % at 5.6 µM | AID 1789 | 290,000 tested, 0.91% active | luciferase refolding luminescence, 3 h;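 active = inhibition above the screen-wide mean plus 3 SD, computed separately per campaign, cut at about 16% in these data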;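 also: 0% = DMSO wells and 100% = 60 µM geldanamycin wells; inhibitors lower the luminescence because luciferase stays unfolded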
# HIF activator – HIF pathway transcriptional activation; U2OS HRE-luciferase reporter, luminescence; normalized: DMSO 0%, desferrioxamine 100%; activation, % at 7.5 µM (by protocol); 300,000 tested, 0.32% active; AID 1910;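 active = mean activation of at least 10% of the iron chelator positive control signal, with at least half of replicates also reaching 10%; inconclusive = mean and replicate majority disagree about reaching 10%; inactive = mean and most replicates under 10%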
# KLF5 inhibitor – inhibitors of KLF5 expression | DLD-1 KLF5 promoter-luciferase reporter, luminescence | inhibition, % at 5 µM | 290,000 tested, 0.23% active | AID 1700;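 active = inhibition above a per-plate limit of that plate's mean compound inhibition plus 3 SD, cut at about 60% in these data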;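 also: 0% = DMSO wells and 100% = LY294002 at 200 µM; higher means less KLF5 promoter-driven luciferase light; inactives centre near -14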
# HSF1 activator – increases HSF-1 driven luciferase reporter signal; 300,000 tested, 1.7% active; AID 504408; activation, % at 9 µM; NIH3T3-HGL HSF-1 luciferase reporter, MG132, 8 h; 100% = twice DMSO control signal;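 active = mean replicate activation of at least 50% with a set share of replicates each reaching 50%; inconclusive = only one of those two conditions met; inactive = mean below 50% and too few replicates reaching it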;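 also: 0% = median of the neutral control wells and 100% = twice that signal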
# HDAC3 inhib – human HDAC3 inhibition. recombinant HDAC3, fluorogenic peptide/trypsin coupled, fluorescence. inhibition, % at 8.3 µM. 320,000 tested, 0.15% active. O15379. AID 2718; in the data active = inhibition above about 26%, passing the limit was not always enough; inconclusive = no clear call, values can overlap the other calls
# Target sequence (O15379 whole entry, looked up): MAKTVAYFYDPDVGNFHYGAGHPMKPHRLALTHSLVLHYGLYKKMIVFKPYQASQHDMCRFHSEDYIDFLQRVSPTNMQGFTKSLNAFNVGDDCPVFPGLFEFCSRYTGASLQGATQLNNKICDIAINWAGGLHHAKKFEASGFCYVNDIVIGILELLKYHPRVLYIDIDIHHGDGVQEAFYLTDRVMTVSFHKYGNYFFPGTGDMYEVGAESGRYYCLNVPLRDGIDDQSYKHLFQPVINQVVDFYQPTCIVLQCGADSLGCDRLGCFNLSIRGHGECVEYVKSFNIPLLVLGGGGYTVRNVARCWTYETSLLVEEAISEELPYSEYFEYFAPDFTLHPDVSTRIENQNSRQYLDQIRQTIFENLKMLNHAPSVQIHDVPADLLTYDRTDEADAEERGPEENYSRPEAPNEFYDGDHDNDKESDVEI
# Platelet DG rel – modulates dense granule release in human platelets. human platelet-rich plasma, SFLLRN dense granule ATP release, luminescence. inhibition, %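 (compounds screened at 7.5 µM in platelet-rich plasma)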. 300,000 tested, 0.22% active;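 active = mean replicate score, as percent of positive control, at or above 50; inconclusive = mean below 50 but at least one replicate at or above 50; inactive = mean and every replicate below 50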
# aSyn UTR inh – 5' untranslated region of α-synuclein, MLPCN primary screen | inhibition, % (tested at 7.5 µM) | 300,000 tested, 0.82% active | alpha-synuclein 5'UTR reporter, inhibitor activity; in the data active = inhibition above about 60%; inconclusive = no clear call, values can overlap the other calls;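 also: H4 neuroglioblastoma cells stably carrying SNCA 5'UTR luciferase fusion; 0% = DMSO wells and 100% = positive control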
# The depositor's hits bear a star; ? = inconclusive; . = no result given.
SMILES,IEC-6 tox,AI-2 QS mod,HSF1 inhib,HSP90 refold inh,HIF activator,KLF5 inhibitor,HSF1 activator,HDAC3 inhib,Platelet DG rel,aSyn UTR inh
COC(=O)c1cccc(C23CC4(C2)[C@H](CN(Cc2cccnc2)[C@@H]4c2ccccc2)C3c2ccccc2)c1 (stereo partly specified),.,10,11,.,-0.1,.,-1,-1,-4,-11
CC1CCCC(C)N1C(=O)COC(=O)CNC(=O)c1ccc(Cl)cc1Cl (stereo unspecified),.,6,-9,.,0.3,.,-8,2,4,-2
O=C(c1cccc(C(=O)N2CCC(O)(c3ccccc3)CC2)c1)N1CCC(O)(c2ccccc2)CC1,.,-1,-4,.,-0.3,.,-6,-3,4,-12
Cc1ccc(/C([O-])=C(/C(=S)NCc2ccc3c(c2)OCO3)[n+]2ccc(N(C)C)cc2)c(C)c1,-1,11,-2,2,0.9,-21,-5,9,-4,33
CCOc1ccccc1N1CCN(Cc2ccc(Br)s2)CC1,2,11,-5,0,0.0,-23,-9,9,-2,10
Cc1cc(C)n(CCCN2C(=O)c3cccc4cccc(c34)C2=O)n1,5,7,-8,4,-0.3,-22,13,3,10,-23
CN(CC(=O)Nc1ccccc1C(F)(F)F)C(=O)Cc1ccccc1F,-2,.,-8,-2,-1.0,-31,-3,-5,3,16
CNC(=O)CN(c1cccc2ccccc12)S(C)(=O)=O,-3,3,-6,0,-1.2,-24,-18,3,7,-1
Cc1ccccc1OCC(=O)Nc1ccccc1-c1ccccc1NC(=O)COc1ccccc1C,2,27,12,-1,-23,-40,8,-4,-3,26
S=c1[nH]nc([C@@H]2C[C@H]2c2ccccc2)n1-c1ccccc1,2,35,3,-1,-0.1,-21,6,1,-2,18
COc1ccc(C=O)cc1Cn1cnc2c(cnn2C)c1=O,2,23,-1,1,0.3,-51,-4,0,-3,1
CCOC(=O)C1CCN(S(=O)(=O)c2c(C)[nH]c(C)c2C(=O)N2CCCC2)CC1,0,-8,-6,1,-0.5,17,1,-6,-5,-20
Cc1ccc(C2(COC(=O)C(C)C)CO2)c(OC(=O)C(C)C)c1 (stereo unspecified),.,-28,1,.,0.1,.,8,0,-5,-22
Fc1cccc(Cl)c1C1Nc2cccc3cccc(c23)N1,-12,24,-4,19*,-1.0,-16,0,1,7,17
Cc1ccc(NC(=O)C(C)OC(=O)CCC2CCCCC2)cc1 (stereo unspecified),.,10,-1,.,0.2,.,-3,3,-8,1
COc1ccccc1NC(=O)/C(C#N)=C/c1ccncc1,2,11,5,-2,-0.1,-8,3,-9,8,-7
O=C(CCN1C(=O)C2C3C=CC(C3)C2C1=O)N1CC(=O)N(CCc2ccccc2)C(=O)C1 (stereo unspecified),-5,.,.,2,.,-5,.,7,.,.
O=[N+]([O-])c1ccc2sc(SCc3nc4ccccn4c3Br)nc2c1,5,17,12,-4,0.5,-5,27,3,8,-39
COc1ccc(N2CCN(C(=O)c3ccc(CNS(=O)(=O)c4cc(C)ccc4C)cc3)CC2)cc1,-1,39,5,-6,0.0,-44,-2,-19,0,-30
CNC(=O)NC(=O)C(OC(=O)Cc1cccc(C(F)(F)F)c1)c1ccccc1 (stereo unspecified),-2,14,5,-1,-0.5,2,-1,2,5,-2
CCOc1ccc(OCC)c(NC(=O)CCn2c(=O)oc3ccccc32)c1,1,8,13,1,-0.2,5,44,-2,1,7
COc1ccc(C(=O)NCc2nc(C)c(C)s2)cc1OC1CCN(C(C)C)CC1,-3,23,6,-5,-0.1,-30,-3,14,14,-2
CCOC(=O)/C(C#N)=C/c1ccc(N2CCCCC2)cc1,-6,30,28,0,2.3,-40,54*,7,-1,-73
O=C(c1ccccc1)N1CCN(S(=O)(=O)N2CCCCCC2)CC1,-3,31,-6,2,-28,3,-8,4,-14,8

# Fetched by structure from the list above, 2 records:
SMILES,IEC-6 tox,AI-2 QS mod,HSF1 inhib,HSP90 refold inh,HIF activator,KLF5 inhibitor,HSF1 activator,HDAC3 inhib,Platelet DG rel,aSyn UTR inh
CNC(=O)NC(=O)C(OC(=O)Cc1cccc(C(F)(F)F)c1)c1ccccc1 (stereo unspecified),-2,14,5,-1,-0.5,2,-1,2,5,-2
COc1ccc(C(=O)NCc2nc(C)c(C)s2)cc1OC1CCN(C(C)C)CC1,-3,23,6,-5,-0.1,-30,-3,14,14,-2

# Next part.
SMILES,IEC-6 tox,AI-2 QS mod,HSF1 inhib,HSP90 refold inh,HIF activator,KLF5 inhibitor,HSF1 activator,HDAC3 inhib,Platelet DG rel,aSyn UTR inh
CCOC(=O)N1CCN(C(=S)NC(=O)c2ccc(F)c(F)c2)CC1,-4,-18,4,0,-0.1,-20,31,-1,6,13
CCn1c(SCC(=O)Nc2ccc3c(c2)OCO3)nnc1-c1ccccc1O,-4,23,-3,-1,0.0,4,-11,11,4,21
O=C(/C=C\Nc1ccc2c(c1)OCO2)c1ccc2c(c1)OCO2,-4,81,5,3,0.9,-26,8,-6,18,-175
CCCCN1C2=NC(c3ccccc3)CN2c2ccccc21 (stereo unspecified),.,32,-2,.,-0.7,.,2,-4,-7,-4
CC(C)(C)C1CCc2sc(-c3nnc(CCl)o3)cc2C1 (stereo unspecified),4,13,6,-2,2.6,-4,32,8,2,-64
CC(NC(=O)C(=O)N/N=C/c1ccccc1)c1ccccc1 (stereo unspecified),4,28,-7,2,3.3,-18,-11,-1,1,16
CCOc1cc(/C=C\c2nc(O)c([N+](=O)[O-])c(=O)[nH]2)ccc1OC(C)CC (stereo unspecified),-3,27,-12,0,1.0,-47,-2,2,0,-16
COc1ccc(Cl)cc1CNCCCSc1ncccn1,3,0,5,-3,-0.5,-30,28,5,4,-12
O=C(Nc1ccccc1F)Nc1cc(Cl)ccc1-n1cncn1,9,38,-6,-5,0.5,-19,0,-2,-8,18
Cc1ccc(-n2c(SCc3ccc(C#N)cc3)nnc2-c2ccccn2)cc1,0,32,19,0,-0.5,-18,32,0,4,37
Cc1cnc(NC(=O)c2ccc3c(c2)C(=O)N(Cc2ccco2)C3=O)s1,-3,14,7,-3,-0.2,-17,-11,-1,3,-9
O=C(CN1C(=O)NC(Cc2ccccc2)C1=O)Nc1ccccc1OC(F)F (stereo unspecified),.,25,-1,.,-0.3,.,-6,4,1,9
Fc1ccc(NC2=NCCCCC2)cc1,2,11,3,2,-0.1,-23,2,-1,-8,8
O=C(Nc1ncnc2sc3c(c12)CCCCC3)c1ccc(F)cc1,2,18,5,-2,-0.3,-6,2,5,5,4
CCOC(=O)CC(=O)Nc1ccn[nH]1,-2,12,-3,2,0.4,-31,8,-3,3,-9
CC(=O)OCc1c(-c2ccccc2)c2cc([N+](=O)[O-])ccc2n1C,6,3,-2,2,0.5,-42,33,1,11,23
CCC(C)n1c(SCC(=O)/C(C#N)=C(\C)N)nc2ccccc2c1=O (stereo unspecified),-6,12,6,0,0.3,-13,24,0,-2,17
CC(C)CC(=O)Nc1ccccc1N1CCN(c2ccccc2)CC1,-2,19,8,1,-0.2,-3,16,4,-7,30
C=CCNC(=S)NN=C1CCCCCCC1,1,10,0,4,0.3,-8,14,-9,4,23
O=C(CS(=O)(=O)Cc1ccccc1)NCc1ccco1,-2,9,0,2,-0.2,-45,-2,-12,-7,-1
O=C(NCCN1CCN(c2ccccc2F)CC1)c1cccn2c(=O)c3ccccc3nc12,2,11,1,0,0.1,-22,0,3,-4,-3
COc1ccc(Cc2nc3ccc(C(=O)NC(C)c4cn(C)nc4C)cc3o2)cc1 (stereo unspecified),-4,24,2,-4,0.3,-25,15,-1,7,14
COc1cc(NC(=O)C(Cc2ccccc2)n2cccc2)cc(OC)c1 (stereo unspecified),-5,2,7,4,-0.5,-30,23,-6,1,8
CC(=O)NC(=S)Nc1ccccc1N1CCCCC1,5,7,0,-3,-0.2,-9,-10,3,-8,16
COC(=O)C1=NN(C(=O)c2cccc(Cl)c2)C(O)(C(C)(C)C)C1 (stereo unspecified),1,.,.,-1,.,-25,.,-5,.,.
CN1C2=NCCN2C(=O)c2cc(Cl)ccc21,6,7,-9,-1,-0.1,10,-9,0,4,-7
CC(C)Oc1ccc(CN2CCC(n3nccc3NC(=O)CCc3ccccc3)CC2)cc1,-1,43,-3,0,-0.2,-1,9,2,-5,7
CCn1c(SCC(=O)N(C)CC(=O)Nc2ccc(OC)cc2)nnc1-c1ccco1,.,30,2,.,-0.7,.,4,9,0,5
Cc1ccc2nc(-c3ccccc3Cl)cc(C(=O)Nc3cc(C)on3)c2c1,6,41,13,2,-0.7,6,23,-1,-16,16
COc1ccc(-n2nc3ccc(NS(C)(=O)=O)cc3n2)cc1Cl,1,.,.,-6,.,-93,.,-23,.,.
Cc1ccc(O)c(CNc2nccs2)c1,-4,-39,51,-4,0.2,-73,?,6,-6,-13
Cc1ccc(C23CC4CC(CC(C(=O)OCC(=O)NC5CCS(=O)(=O)C5)(C4)C2)C3)cc1 (stereo unspecified),-1,22,-2,5,-0.3,-25,9,4,0,30
COc1cccc(NC(=O)Nc2ccc3c(c2)OCO3)c1,1,7,23,-1,3.5,-127,34,-9,24,-111
O=C(NCCCO)c1cc2c([nH]c3ccccc32)c(-c2ccccc2)n1,-7,8,1,6,-1.2,2,15,-18,5,26
COc1ccc(N2CCN(c3nc4c(c(=O)n(C)c(=O)n4C)n3Cc3ccccc3)CC2)cc1,-3,4,5,-1,0.1,-12,19,0,50*,9
Cc1ccc(NC(=O)c2nc[nH]c2C(=O)N2CCC(C)CC2)cc1,.,9,5,.,0.1,.,-11,10,2,37
Cc1cccc(N(C)C(=O)CCS(=O)(=O)c2cc3c(cc2Cl)NC(=O)CO3)c1,5,17,-3,1,0.1,12,-13,.,6,-1
CCN(Cc1cc(=O)n2ccsc2n1)c1cccc2ccccc12,1,28,-7,4,0.0,-1,15,-2,0,18
CCOC(=O)c1[nH]c2ccc(F)cc2c1NC(=O)CN1CCc2cc(OC)c(OC)cc2C1,1,13,-3,6,-0.4,-5,37,-10,6,15
O=C1/C(=C\c2ccco2)CCC/C1=C\c1ccco1,-4,-3,14,3,4.6,-23,17,8,-3,-43
CN(C)CCNC(=O)Cn1nc(C(F)F)cc1C1CC1,7,18,-7,3,0.1,1,-20,-1,-7,6
O=C(NC1CCCCC1)c1ccccc1C(F)(F)F,-8,14,-7,-1,0.6,-38,-2,-5,9,6
c1coc(-c2nnc3sc(-c4cccs4)nn23)c1,5,.,.,-2,.,-40,.,3,.,.
O=C(CN1C(=O)NC2(CCCC2)C1=O)Nc1ccc(F)c(F)c1F,4,3,2,2,-0.3,-4,-6,-6,2,9
CCOc1ccc(NC(=O)CN(C)C(=O)c2cc(-c3cccs3)nn2-c2ccccc2)cc1OCC,.,.,0,.,0.2,.,1,4,-4,1
CC(C)(C)c1cc(-c2n[nH]c(=S)n2-c2ccccc2F)n[nH]1,4,6,-4,1,2.1,0,-11,1,-3,-46
C/C=C/c1ccc(OCCOCCNCc2ccccc2)c(OC)c1,-1,7,-2,0,0.3,-44,-6,3,0,-20
COCCN(Cc1nc(C2(c3ccc(C)cc3)CCCC2)no1)C(C)C,1,9,20,4,-0.4,-10,3,12,20,0
O=C(CSc1nc2c(sc3ccccc32)c(=O)n1-c1ccccc1)NCc1ccco1,1,17,5,2,-0.2,0,17,-3,-16,-52
Cc1cc[n+](CC(=O)Nc2nc3ccccc3s2)cc1,7,17,1,-1,1.2,-38,-3,-4,5,-20

# High-throughput results as filed in PubChem BioAssay.
